Screening data from PubChem.
Pf gamet viab – kills late stage P. falciparum gametocytes; P. falciparum stage V gametocytes, ATP luminescence, 24 h; inhibition, % at 10.9 µM; hit rate 0.065% among 150,000; AID 743093;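 active = inhibition above the mean plus 3 SD of compounds within the control limits, set per campaign, cut at about 38% in these data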;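 note: 0% = DMSO wells and 100% = medium only without gametocytes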
The depositor's hits bear a star.

SMILES | Pf gamet viab
COc1cccc(N=Nc2c(C)[nH]n(-c3ccccc3)c2=O)c1 | -26.6
O=C1NC(=O)c2cc(Oc3ccc([N+](=O)[O-])cc3)ccc21 | 10.9
COc1ccc(CCNC(=O)C2CCCN2C(=O)Nc2ccccc2)cc1OC (stereo unspecified) | 11.4
O=C1CCCC2=C1C(c1ccc(O)c(O)c1)Nc1ccc3ccccc3c12 (stereo unspecified) | -22.0
Nc1ccccc1C(=O)NCc1ccco1 | -28.7
O=C(CSc1nc2ccccc2[nH]1)NCc1ccccc1 | 9.9
CCCCCCCN1C(N(C)C)=NC[C@@H]1Cc1ccccc1 | -35.4
N#Cc1c(NCc2ccccc2)ccnc1Cl | -2.8
CCCn1nnnc1NCc1ccc(N(C)C)cc1 | 3.9
COc1cc(Cl)cc(CN2CCC(CCC(=O)NC3CC3)CC2)c1OC | -0.6
Cc1ccc(Sc2ncccc2N)cc1 | 0.6
Cc1cc(C)cc(C(=O)Nc2ccncc2)c1 | -3.7
CCN(CC)CCCN1C(=O)C(=O)/C(=C(/O)c2ccc(OC)cc2)C1c1ccco1 (stereo unspecified) | 13.0
COC(=O)C1CCCN1S(=O)(=O)c1ccc([N+](=O)[O-])cc1 (stereo unspecified) | -21.1
O=C(Nc1ccc(F)c(Cl)c1)c1ccccc1 | 7.8
CCn1c(SCc2nc3ccccc3s2)nc2cc(S(=O)(=O)N3CCOCC3)ccc21 | -3.3
Cc1ccc(N=C2NC(=O)C(CO)(CO)S2)cc1 | 0.4
CC1=C(C(=O)OCCC(C)C)C(c2ccc3c(c2)OCO3)NC(=O)N1 (stereo unspecified) | 5.8
CCN1C(=O)[C@@H]2[C@@H](c3ccc(SC4CCCCC4)c(OC)c3)N3CCC[C@@]3(C(=O)OC)[C@@H]2C1=O | -2.1
C=CCN1C(=O)C(CC(=O)NCC)SC1=Nc1ccccc1CC (stereo unspecified) | -7.8
Cc1nc(Nc2ncc3c(n2)CC(C)(C)CC3=O)nc2ccccc12 | -16.2
CC1CCCCN1CCCNc1c(C=O)c(=O)[nH]c2ccccc12 (stereo unspecified) | 1.2
CCCc1ccc(OCCNC(=O)c2ccccc2Br)cc1 | 17.8
C=CCNC(=O)CN1C(=O)c2cccc3cccc1c23 | -4.3
CC(C)N(C(C)C)S(=O)(=O)c1ccc(NC(=O)c2cnccn2)cc1 | -21.6
(list continues)
SMILES | Pf gamet viab
CC(=O)n1nc(-c2ccccc2)cc1-c1ccccc1 | 0.9
Cc1nc2ccc3nc(NC(=O)c4ccco4)sc3c2s1 | 1.2
COc1ccc(C(C)NC(=O)Cc2cccs2)cc1 (stereo unspecified) | -18.1
Cc1nc2ccccc2c(=O)n1NC(=O)c1ccccc1 | -38.5
Cc1nc(SCc2ccc(C#N)cc2)n[nH]1 | -28.7
Cc1nn(C)cc1C(=O)c1ccccc1 | -21.8
COc1cc(C(=O)N2CCCc3ccccc32)c([N+](=O)[O-])cc1OC | -1.8
Cc1ccc(NC(=O)C2CC3CCC2C3)c(Br)c1 (stereo unspecified) | -3.5
S=C(NCCNC(=S)Nc1ccccc1)Nc1ccccc1 | 0.8
CCN1CCN(CCC(=O)Nc2cccc(C)c2)CC1 | 4.9
c1ccc(-c2ccc3sccc3n2)cc1 | 5.7
CC12CC3(C)CC(C)(C1)CC(C(=O)NC1=NCCS1)(C2)C3 | -1.4
c1ccc(-c2nccc3ccccc23)cc1 | 3.7
CCc1nc(N2CCN(C(=S)NCCCOC)CC2)c2c3c(sc2n1)CCCC3 | -22.1
O=C(Nc1ccc2c(c1)OCO2)O[C@@H]1C[C@H]2CCCC(=O)N3CC[C@@H](C1)[C@@H]23 | -15.7
CCN1C(=O)[C@H]2[C@@H](c3ccc(C)cc3)N3C(=O)N(c4cccc(F)c4)C(=O)[C@@]3(Cc3ccc(Cl)cc3)[C@H]2C1=O | 14.6
O=C(NCCN1CCOCC1)c1cc(Cl)ccc1Cl | -1.7
CC(=O)c1ccc(N2CCN(C(=O)CCc3ccccc3)CC2)cc1 | -13.4
COc1cc(OC)cc(C(=O)NCC2CCCN(Cc3cccc(C(C)=O)c3)C2)c1 (stereo unspecified) | 0.0
C=CCC[C@@H](Cc1ccc(F)cc1)C(=O)OC[C@@H]1CCCN1C(=O)[C@H](CC=C)CC(=O)N[C@H](CO)Cc1ccccc1 | 13.5
CCOC(=O)c1ccccc1NC(=O)C1CC(=O)N(C(C)(C)C)C1 (stereo unspecified) | 6.2
COc1ccc(-c2cn(CCCOCc3ccccc3)nn2)cc1 | 2.2
COc1ccc(/C=N/Nc2cc(C)nc3c(C)cccc23)cc1 | 8.9
CCC(CO)Oc1cc(NC(=O)c2ccccc2[N+](=O)[O-])c2ncn(C(C)C)c2c1 (stereo unspecified) | 15.2
Cc1ccc(C(C)NC(=O)c2cc3ccccc3oc2=O)cc1C (stereo unspecified) | 17.4
More entries:
SMILES | Pf gamet viab
COc1cccc(C(=O)O[C@H]2[C@H](C)NS(=O)(=O)[C@H]3C[C@@H]4C=C[C@]23O4)c1 | 24.7
[N-]=[N+]=NCC/C=C\C1NS(=O)(=O)OCC1O (stereo unspecified) | 7.3
Cc1cccn2c(=O)c3cc(C(=O)NCc4ccc(F)cc4)c(=N)n(CCCN4CCOCC4)c3nc12 | -7.5
C=CC(=O)Nc1sc2c(c1C(N)=O)CCCC2 | -17.3
COc1cc(/C=N/N2CCN(c3ccccc3)CC2)ccc1OC(C)=O | 8.0
CCc1ccc2c(c1)C(=O)C[C@]1(CCC[C@H](C)C1)O2 | 18.7
CCOC(=O)/C(C#N)=N/Nc1ccc(S(=O)(=O)Nc2cc(OC)nc(OC)n2)cc1 | -28.9
O=C(NCc1ccccc1)c1onc(CSc2nc3ccccc3[nH]2)c1C(=O)NCc1ccccc1 | 22.7
CC(C)(C)[C@@H]1COC(=O)[C@@H](Cc2ccc(F)cc2)CC/C=C\C[C@@H](CC(=O)N(CCO)Cc2ccccc2)C(=O)N1 | -3.4
COC(=O)c1ccc2ccccc2c1OC1OC(CO)C(O)C(O)C1NC(C)=O (stereo unspecified) | -1.0
O=C(NCC1CCCCC1)c1ccc(F)cc1Cl | -17.7
O/N=C(\Cn1ccnc1)c1ccccc1 | -14.8
CC(C)CC1Nc2ncnc(N3CCN(c4ccccn4)CC3)c2N(Cc2ccccc2)C1=O (stereo unspecified) | 8.1
CCOC(=O)/C=C/[C@H]1CC(c2ccccc2)(c2ccccc2)CO1 | -9.8
COc1ccc(OC)c(C2NC(=O)N(C)C(C)=C2C(=O)OCc2ccccc2)c1 (stereo unspecified) | -5.5
O=C1c2ccccc2S(=O)(=O)c2cc(C(=O)N3CCN(c4c(Cl)cncc4Cl)CC3)ccc21 | 14.8
CCC(C(=O)NC(C)(C)C)N(Cc1ccc(F)cc1)C(=O)c1snc(C(N)=O)c1N (stereo unspecified) | -9.5
CC(C(=O)NC1CCCCCC1)c1ccc([N+](=O)[O-])cc1 (stereo unspecified) | -4.4
COc1ccc(C2C(C(C)=O)=C(O)C(=O)N2CCCn2ccnc2)cc1OC (stereo unspecified) | 13.7
COC(=O)C(C)Oc1cc(C)ccc1COc1ccc(-n2nc(C)n(C(F)F)c2=O)cc1 (stereo unspecified) | -9.0
O=C1C2CCCCC2C(=O)N1c1nccs1 (stereo unspecified) | 4.3
COc1ccc(CC(=O)N/N=C\c2cc(Br)c(O)c(Br)c2)cc1 | -25.6
CCOC(=O)C1CCN(S(=O)(=O)c2ccccc2[N+](=O)[O-])CC1 | -3.2
COc1cccc2c(N/N=C/c3ccc(O)c(O)c3)cc(C)nc12 | -20.9
Cc1cccc(OCCCN2CCOCC2)c1C | 12.3
Next part.
SMILES | Pf gamet viab
COc1ccc(NC(=O)c2c(N)cnn2C)cc1 | 1.9
COc1ccc(-c2nn3c(-c4cccc(C)c4)nnc3s2)cc1OC | -2.2
COc1ccc(OC)c(C(=O)NC(CC(N)=O)c2ccc(NCCN3CCCCC3)c([N+](=O)[O-])c2)c1 (stereo unspecified) | -36.3
c1ccc(CN2CCN(C3CCCSc4ccccc43)CC2)cc1 (stereo unspecified) | 14.7
Cc1nnc(SCC(=O)NC(C)(C)C)n1NCc1ccc(N(C)C)cc1 | -3.4
FC(F)(F)c1nc(SCc2ccccc2)n[nH]1 | 4.9
CC(=O)c1c(C)n(CCc2ccc(Cl)cc2)c2ccc(O)cc12 | -10.0
Cc1ccc(Sc2c([N+](=O)[O-])c(=O)n(C)c3ccccc23)cc1 | 22.9
CCOC(=O)C1=C(c2ccccc2)NC(=O)NC1c1ccc(O)c(Cl)c1 (stereo unspecified) | 10.1
COc1ccc(C(=O)N/N=C/c2c[nH]c3ccccc23)cc1 | 23.2
CC(NC(=O)c1ccccc1[N+](=O)[O-])C1CC2CCC1C2 (stereo unspecified) | 3.8
COc1ccc(OCC(O)Cn2c(N3CCCCC3)nc3c2c(=O)[nH]c(=O)n3C)cc1 (stereo unspecified) | -1.8
O=C(CCC(=O)Nc1cccc(C(F)(F)F)c1)NCC1CCCO1 (stereo unspecified) | 14.2
CCOC(=O)N1CCN(C/C(Cl)=C/c2ccccc2)CC1 | -13.9
CC(C)n1c(NCc2ccccc2O)nc2ccccc21 | 21.3
O=C(CN1C(=O)COc2ccccc21)N1CCCC1 | 1.1
Cn1ccnc1-c1ccc(-c2nccn2C)cc1 | 11.0
COCCN1C(=O)N(c2cccc(OC)c2)C(=O)C1CC(=O)Nc1cccc(F)c1 (stereo unspecified) | -6.5
COc1ccc(NC(=O)CSCc2ccc(C#N)cc2)c(OC)c1 | -16.2
CC(C)(C)OC(=O)CNC(=O)c1[nH]cnc1C(=O)NCCCCCNC(=O)OC(C)(C)C | -4.0
CC1CCN(CC(=O)Nc2ccc(S(=O)(=O)N3CCCCC3)cc2)CC1 | 6.3
CNC[C@H](Cc1ccccc1)NC[C@@H](Cc1cccc2ccccc12)NCCc1ccc(C)cc1 | -21.1
Cc1ccc(-c2cn(C[C@H]3CC[C@@H]([C@@H]4CC[C@H](Cn5cc(-c6ccc(C)cc6)nn5)O4)O3)nn2)cc1 | -11.8
O=C(c1cc2cc(Cl)ccc2[nH]1)N1CCN(c2ccccn2)CC1 | 0.0
Cc1cc(C)nc(SCC(=O)c2ccc(O)c(O)c2)n1 | -37.0

Three of these compounds in a different format.
SMILES: Cc1nnc(SCC(=O)NC(C)(C)C)n1NCc1ccc(N(C)C)cc1
  Pf gamet viab = -3.4
SMILES: FC(F)(F)c1nc(SCc2ccccc2)n[nH]1
  Pf gamet viab = 4.9
SMILES: CC(=O)c1c(C)n(CCc2ccc(Cl)cc2)c2ccc(O)cc12
  Pf gamet viab = -10.0

(list continues)
SMILES | Pf gamet viab
CCN1C[C@@H]2[C@@H]3C(=O)N(Cc4ccccc4)C(=O)[C@@H]3[C@](C)(C1=O)N2C(=O)c1ccc(Br)cc1 | -10.2
Oc1c(Br)cc(Br)cc1C=Nc1cccc2ncccc12 | 6.2
Clc1ccccc1OCCCCN1CCNCC1 | 23.1
CCCCCc1ccc(-c2cn(CCCOCc3ccccc3)nn2)cc1 | 4.5
CCOc1cc(C(=O)N2CCC(CC3CC(c4cccc(Br)c4)=NO3)(C(=O)NCC3CCCCC3)CC2)cc(OCC)c1OCC (stereo unspecified) | 7.5
COc1cccc(N2CCN(Cc3ccco3)CC2)c1 | 1.8
COC(=O)c1ccc(OCc2nn[nH]n2)cc1 | 11.3
CNC(=S)N/N=C/c1ccc(C(C)C)cc1 | -7.2
COc1ccc(CNC(=O)c2c[nH]c3ccccc3c2=O)cc1 | 8.4
Cc1cc(OCc2n[nH]c(=S)n2-c2ccccc2)ccc1Cl | -8.8
COc1ccc(OCCC(=O)N2CCN(C)CC2)cc1 | -19.3
COC(=O)c1sccc1NC(=O)c1c(F)c(F)c(F)c(F)c1F | 1.4
CCCCCCCN1CCC(=O)N([C@H](CO)c2ccccc2)CC1 | 11.9
O=C1[C@H]2CC3C=CC2(O3)[C@@H]2OCCCN12 (stereo partly specified) | 18.3
c1cncc(CNc2ncnc3ccc(-c4ccoc4)cc23)c1 | -11.1
C[C@H]1CN([C@@H](C)CO)C(=O)Cc2cc(NC(=O)CCC(F)(F)F)ccc2O[C@H]1CN(C)Cc1ccc(-c2ccccc2)cc1 | 2.7
CS(=O)(=O)N(CC(=O)NCCSCc1ccccc1)c1ccccc1Br | 7.7
COC(=O)c1ccc(CN2CCCC(C(=O)c3cc(F)ccc3OC)C2)cc1 (stereo unspecified) | 3.0
O=C(Nc1ccccc1F)C(=O)Nc1cccc2ccccc12 | -5.0
COc1ccc(-c2c(-c3cc(OC)cc(OC)c3)n(C)c3ccc(-c4ccc5c(c4)OCCO5)cc23)cc1 | -12.6
COC(=O)[C@]1(CC(C)C)N[C@H](c2ccc(-c3cccc(Cl)c3)cc2)[C@@H]2C(=O)N(C)C(=O)[C@@H]21 | -3.0
N=Nc1c(O)n(CC(=O)Nc2ccccc2)c2ccccc12 | 8.4
CNC[C@H]1Oc2c(NS(=O)(=O)c3cccs3)cccc2C(=O)N([C@H](C)CO)C[C@@H]1C | -13.0
COc1ccc(-c2csc(N(CCCN(C)C)C(=O)c3ccc(Br)cc3)n2)cc1 | -15.3
COc1cc(C)c(C)cc1S(=O)(=O)n1c(C)nc2ccccc21 | -0.6
Cc1ccc(SCC(=O)Nc2nncs2)cc1 | -9.8
CCc1nccn1S(=O)(=O)c1ccccc1[N+](=O)[O-] | -4.8

Grouped by structure, the entries above containing an NH in an aromatic ring.
SMILES | Pf gamet viab
COc1cccc(N=Nc2c(C)[nH]n(-c3ccccc3)c2=O)c1 | -26.6
O=C(CSc1nc2ccccc2[nH]1)NCc1ccccc1 | 9.9
CC1CCCCN1CCCNc1c(C=O)c(=O)[nH]c2ccccc12 (stereo unspecified) | 1.2
Cc1nc(SCc2ccc(C#N)cc2)n[nH]1 | -28.7
O=C(NCc1ccccc1)c1onc(CSc2nc3ccccc3[nH]2)c1C(=O)NCc1ccccc1 | 22.7
FC(F)(F)c1nc(SCc2ccccc2)n[nH]1 | 4.9
COc1ccc(C(=O)N/N=C/c2c[nH]c3ccccc23)cc1 | 23.2
COc1ccc(OCC(O)Cn2c(N3CCCCC3)nc3c2c(=O)[nH]c(=O)n3C)cc1 (stereo unspecified) | -1.8
CC(C)(C)OC(=O)CNC(=O)c1[nH]cnc1C(=O)NCCCCCNC(=O)OC(C)(C)C | -4.0
O=C(c1cc2cc(Cl)ccc2[nH]1)N1CCN(c2ccccn2)CC1 | 0.0
COC(=O)c1ccc(OCc2nn[nH]n2)cc1 | 11.3
COc1ccc(CNC(=O)c2c[nH]c3ccccc3c2=O)cc1 | 8.4
Cc1cc(OCc2n[nH]c(=S)n2-c2ccccc2)ccc1Cl | -8.8

This is a subset; the hit share may differ from the screen's.
